# Source: PubChem BioAssay (National Center for Advancing Translational Sciences (NCATS))
# GALK inh: galactokinase (human) inhibition; Purified GALK, Kinase-Glo residual ATP luminescence; AID 1868; Potency, µM (doses to about 57.5 µM), inactives show top-dose activity change, negative = inhibition, actives largely listed as inhibitors; 270,000 compounds, 0.007% hits; P51570; also: potency is read from the fitted curve at half-maximal effect
#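 5 nM enzyme, 35 uM ATP, 100 uM galactose, 20 mM HEPES pH8.0, 5 mM MgCl2; 1 h RT; residual ATP by Kinase-Glo Plus luminescence, qHTS format.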
# FBPA coupling cs: inhibits coupling enzyme system, counter-screen for aldolase hits. coupling enzyme system counterscreen, AmpLite Red fluorescence. activity change, negative = inhibition, % at 58.2 µM, hits read low. 290,000 compounds, 0.67% hits; in the data active = activity change below about -30%
#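 Final compound at 57.5 uM, incubated 10 min at RT with coupling enzyme reagent (glyceraldehyde-3-phosphate), then 20 min with substrate and AmpLite Red detection. Fluorescence read at 525/598 nm; tests interference with the coupling assay, not aldolase inhibition.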
# uPA generation: cell surface uPA generation inhibition; Potency, µM (titrated, usually from 38.3 µM), for inactives: at the top dose activity change, negative = inhibition, actives largely listed as inhibitors; cell surface uPA generation assay, qHTS; 330,000 compounds, 0.31% hits; active = well fitted inhibition curve with a large enough effect; inconclusive = small, poorly fitted or top-dose-only effect; inactive = no such curve, though single readings can be large or run the other way; tested in mouse RAW 264.7 cells; also: potency is read from the fitted curve at half-maximal effect; nearly all actives have a fitted effect of over 55% in size
# PKM2 activator: increases activity of human pyruvate kinase M2; P14618; purified PKM2, Kinase-Glo ATP luminescence, activation; response scale: 0% is enzyme alone, no compound; Potency, µM (titrated, usually from 57.5 µM), without a hit: at the highest dose activation, actives largely listed as activators; 260,000 compounds, 0.34% hits; AID 1631; also: potency is read from the fitted curve at half-maximal effect; nearly all actives have a fitted effect of over 55% in size
#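 Purified hPK-M2 (>95% pure) converted ADP (0.1 mM final) to ATP with 0.5 mM PEP in 50 mM imidazole pH7.2, KCl, MgCl2, Tween 20, BSA; 1 h at room temperature. ATP detected by Kinase-Glo luminescence.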
# Eya2 phos inh: blocks the phosphatase activity of human Eya2; 330,000 compounds, 0.006% hits; recombinant Eya2, OMFP fluorescence dephosphorylation (OMFP is methylfluorescein phosphate); Potency, µM (doses to about 76.9 µM), for inactives: at the top dose activity, negative = inhibition, hits mostly inhibitors; also: potency is read from the fitted curve at half-maximal effect
#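 Eya2 protein (added as 0.2 uM solution) was preincubated with compound for 10 min at ambient temperature in 50 mM HEPES pH 7.5, 50 mM NaCl, 5 uM MgCl2, 0.05% BSA, 1 mM DTT. OMFP (added at 50 uM) then reacted 10 min; fluorescence read at 485/525 nm.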
# KCNH2 WT inh: blocks the wildtype human KCNH2 potassium channel. Q12809. U2OS, BacMam KCNH2, thallium flux FluxOr; stronger effect = lower value. activity change, % at 1.84 µM. 340,000 compounds, 0.37% hits;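 active = maximum activity change below -70%; inconclusive = maximum activity change between -70% and -50%; inactive = maximum activity change above -50%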
# Target sequence (Q12809 whole entry, looked up): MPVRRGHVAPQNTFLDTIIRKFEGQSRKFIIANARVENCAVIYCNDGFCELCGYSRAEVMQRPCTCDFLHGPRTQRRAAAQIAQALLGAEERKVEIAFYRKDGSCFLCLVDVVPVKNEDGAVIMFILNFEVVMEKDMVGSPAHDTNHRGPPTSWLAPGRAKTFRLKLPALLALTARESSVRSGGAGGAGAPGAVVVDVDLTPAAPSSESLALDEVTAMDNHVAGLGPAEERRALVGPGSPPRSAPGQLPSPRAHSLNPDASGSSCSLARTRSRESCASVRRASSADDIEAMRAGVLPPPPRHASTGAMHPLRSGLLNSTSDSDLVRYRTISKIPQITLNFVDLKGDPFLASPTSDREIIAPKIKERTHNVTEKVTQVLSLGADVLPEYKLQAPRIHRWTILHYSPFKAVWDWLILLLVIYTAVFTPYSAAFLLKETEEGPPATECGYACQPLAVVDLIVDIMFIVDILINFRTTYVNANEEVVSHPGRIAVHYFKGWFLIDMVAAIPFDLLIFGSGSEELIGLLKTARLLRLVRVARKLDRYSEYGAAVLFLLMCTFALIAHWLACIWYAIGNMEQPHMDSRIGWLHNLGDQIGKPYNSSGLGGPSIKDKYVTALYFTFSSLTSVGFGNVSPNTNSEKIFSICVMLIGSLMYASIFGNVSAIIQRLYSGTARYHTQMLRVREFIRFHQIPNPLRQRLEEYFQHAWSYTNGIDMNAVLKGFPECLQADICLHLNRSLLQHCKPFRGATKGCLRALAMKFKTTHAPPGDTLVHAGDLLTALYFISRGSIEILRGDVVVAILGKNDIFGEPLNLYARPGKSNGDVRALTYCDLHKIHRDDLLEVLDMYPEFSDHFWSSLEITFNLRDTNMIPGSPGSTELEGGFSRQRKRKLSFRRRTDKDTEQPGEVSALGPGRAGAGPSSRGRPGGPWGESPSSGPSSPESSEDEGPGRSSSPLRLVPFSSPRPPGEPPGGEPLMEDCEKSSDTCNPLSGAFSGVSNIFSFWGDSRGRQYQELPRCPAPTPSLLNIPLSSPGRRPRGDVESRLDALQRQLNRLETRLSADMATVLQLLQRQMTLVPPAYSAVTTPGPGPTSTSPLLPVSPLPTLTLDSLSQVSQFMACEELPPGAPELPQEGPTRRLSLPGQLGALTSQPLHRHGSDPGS
#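 U2OS cells transduced with wild-type KCNH2 virus are loaded with FluxOr dye for 45 min, and thallium flux is measured in kinetic reads before and after stimulation buffer. Rate constants are normalized to DMSO controls.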
# B2AR arrestin: recruits beta-arrestin to the human beta2-adrenergic receptor | beta-arrestin recruitment to beta2AR, cell-based reporter | Potency, µM (highest dose often 46.1 µM), inactives show at the highest dose activation, hits mostly activators | 330,000 compounds, 0.02% hits | AID 492947;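 also: potency is read from the fitted curve at half-maximal effect; 0% = DMSO controls and full agonism = EC100 isoproterenol or metaproterenol; nearly all actives have a fitted effect of over 65% in size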
# USP2a inh: USP2a (human) protease inhibition; USP2 core, Ub-CHOP2 coupled fluorogenic reporter, 485/531; Potency, µM (doses to about 38.3 µM), for the others: at the highest dose activity change, negative = inhibition, hits mostly inhibitors; 330,000 compounds, 0.01% hits; AID 463254;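 also: potency is read from the fitted curve at half-maximal effect; plate controls were DMSO wells for no effect and full inhibition by NEM control for full effect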
#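 Cell-free coupled assay: 10nM USP2 core preincubated 30min RT with compound in Tris-HCl pH 8.0/CaCl2/CHAPS buffer, then 25nM Ub-CHOP2 and 25nM reporter substrate; fluorescence (Ex 485/Em 531) read after 60min RT, normalized to NEM inhibition, concentration-response curves fitted.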
# KCNH2 3.1 block: KCNH2 3.1 (human) potassium channel inhibition | activity change, % (tested at about 1.8 µM) | 340,000 compounds, 0.95% hits | U2OS KCNH2 3.1, thallium flux FluxOr; stronger effect = lower value;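 active = maximum activity change below -70%; inconclusive = maximum activity change from -70% to -50%; inactive = maximum activity change above -50%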;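 also: thallium influx rate constant from kinetic fluorescence after stimulation buffer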
#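 Virally transduced U2OS (3.1 isoform, 4 h infection in dark at RT) → overnight 37 C → FluxOr + Red40 in HBSS/HEPES, 45 min → stimulation buffer, 2 min kinetic read → rate constant vs DMSO controls.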
# Giardia killer: kills Giardia lamblia; activity change, % at 7.66 µM, hits read low; Giardia lamblia trophozoite viability; 340,000 compounds, 0.15% hits; AID 540267; in the data active = activity change below about -80%; inconclusive = between about -30% and that limit;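 also: parasites exposed to compound for two days anaerobically before the ATP read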
#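 Trophozoite viability was measured as ATP-dependent luminescence, read 15-30 min after reagent addition. Before that, parasites at 100 cells/well were exposed to compounds for 48 h, anaerobically, at 37 deg C.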
# BCR signal inh: chronic active BCR signaling inhibition; ABC-DLBCL IkBa-CBG/CBR reporter, luminescence ratio, 4 h; Potency, µM (titrated, usually from 46.1 µM), for inactives: at the top dose ratio change, negative = lower green/red ratio, usual class: inhibitors; 340,000 compounds, 0.05% hits; active = well fitted inhibition curve with a large enough effect in the signal ratio, with a control signal flat, not every such curve was filed as active; inconclusive = small, poorly fitted or top-dose-only effect, or effect the other way, or a change in a side signal; the % refers to the signal ratio;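 also: potency is read from the fitted curve at half-maximal effect; plate controls were basal doxycycline-induced cells for no effect and cells given 10 µM MG132 for full effect; MG132 reads +100%, hits lower the ratio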
#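 Concentration-response series (up to 46 uM) were applied to TMD8 dual-reporter cells for 4 h at 37C with doxycycline. Green/red ratio, after filter-overlap correction, defined %Activity; red signal alone was normalised to basal cells and zero luminescence.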
# The depositor's hits bear a star; ? = inconclusive; · = no result given; & = joins results of further samples. Unless noted, calls follow the shape of the dose curve; as a rule, active = well fitted curve in the direction sought with a large enough effect; inconclusive = small, poorly fitted or top-dose-only effect, or another doubt; inactive = no such curve, though single readings can be large; an effect the other way counts as inactive or inconclusive. Unless noted, % is scaled to controls: 0 for no effect and ±100 for the full control effect. Hits appear at their usual frequency; any-hit rate near 2.4%.
# Start of the data: the first two compounds, ahead of the listing:
1. O=C(Nc1ccc(N2CCCC2)c(Cl)c1)c1ccc([N+](=O)[O-])cc1
2. c1ccc2c(c1)CN1CCCC1=N2
screen / no.	1	2
GALK inh	1%	·
FBPA coupling cs	-2	3&1&0
uPA generation	-6%	-4%
PKM2 activator	-8%	·
Eya2 phos inh	-2%	12%
KCNH2 WT inh	18	3
B2AR arrestin	-0.4%	-0.4%
USP2a inh	3%	3%
KCNH2 3.1 block	-17	16
Giardia killer	-20	-3
BCR signal inh	0%	1%

# Results, repeating the preview:
1. O=C(Nc1ccc(N2CCCC2)c(Cl)c1)c1ccc([N+](=O)[O-])cc1
2. c1ccc2c(c1)CN1CCCC1=N2
3. COc1cccc(NC(C)C(=O)N2CC(C)OC(C)C2)c1 (stereo unspecified)
4. CC(C)NC(=O)c1ccccc1NC(=O)C1CCCO1 (stereo unspecified)
5. NS(=O)(=O)c1ccc(NC(=O)COC(=O)c2ccc(S(=O)(=O)N3CCOCC3)cc2)cc1
6. O=C(NCc1ccccc1)c1ccc(/C=N/O)nc1
7. Cc1cc(Cl)nc(NC(=O)Nc2cccc(Cl)c2)n1
8. CC(C)Cn1c(N)c(C(=O)COC(=O)CN2C(=O)C3CC=CCC3C2=O)c(=O)n(C)c1=O (stereo unspecified)
screen / no.	1	2	3	4	5	6	7	8
GALK inh	1%	·	0%	1%	·	0%	7%	2%
FBPA coupling cs	-2	3&1&0	3	4	·	2	1	-2
uPA generation	-6%	-4%	-1%	·	0%	-4%	-2%	6%
PKM2 activator	-8%	·	-4%	-2%	·	2%	-1%	-16%
Eya2 phos inh	-2%	12%	13%	2%	5%	-2%	-4%	13%
KCNH2 WT inh	18	3	-4	3	1	9	1	3
B2AR arrestin	-0.4%	-0.4%	-0.1%	0.1%	-0.9%	-0.3%	-0.1%	0.4%
USP2a inh	3%	3%	5%	7%	0%	-3%	5%	4%
KCNH2 3.1 block	-17	16	-3	-10	6	3	12	-3
Giardia killer	-20	-3	1	6	1	2	10	15
BCR signal inh	0%	1%	1%	-25%	0%	-2%	0%	10%

9. COc1ccccc1N1CCN(C2CCCN(C(=O)CCc3ccccn3)C2)CC1 (stereo unspecified)
10. COc1ccc(CN2CCN(C(=O)C3CCC(CNS(=O)(=O)c4ccccc4)CC3)CC2)c(OC)c1OC (stereo unspecified)
11. COc1ccc(S(=O)(=O)NCC(=O)NC2CC2)cc1OC
12. CC(C)(CNc1ccc([N+](=O)[O-])cc1Cl)CNS(C)(=O)=O
13. O=c1c2[nH]c3ccccc3c2ncn1C1CCCCC1
14. CC1CCN(S(=O)(=O)c2ccc(C(=O)Nc3nnc(C4CC4)o3)cc2)CC1
15. CC(C)NC(=O)NC(=O)COC(=O)c1ccc(S(=O)(=O)Nc2ccccc2)cc1
16. O=C(O)c1cn(-c2ccccc2)nc1C(=O)O
screen / no.	9	10	11	12	13	14	15	16
GALK inh	-1%	-2%	5%	0%	3%	-1%	7%	-1%
FBPA coupling cs	·	-1	·	-5	-3	2	0	3
uPA generation	13%	-3%	3%	-6%	-6%	-13%	8%	5%
PKM2 activator	-9%	0%	-22%	-15%	-5%	-2%	10%	-26%
Eya2 phos inh	-1%	7%	6%	1%	-7%	-17%	-9%	-3%
KCNH2 WT inh	12	2	2	12	13	3	-4	-5
B2AR arrestin	0.5%	0.3%	0.1%	-0.9%	0.4%	-0.8%	0.0%	-0.7%
USP2a inh	-3%	-4%	0%	-1%	0%	2%	2%	-2%
KCNH2 3.1 block	18	-8	2	2	13	10	-12	-7
Giardia killer	13	-12	-7	-8	0	3	6	-6
BCR signal inh	0%	0%	1%	2%	?	5%	-4%	2%

17. Cc1cc(-n2c(C)cc(C(=O)CN3C(=O)C(=O)N(C)C3=O)c2C)no1
18. C/C=C(\C)C(=O)OC1CC(C)(C)C[C@H]2C3=CC[C@@H]4[C@@]5(C)CCC(O[C@@H]6O[C@@H](C(=O)O)[C@@H](O)C(O[C@@H]7OC[C@H](O)[C@@H](O)[C@@H]7O[C@@H]7OC(CO)C(O)[C@@H](O)[C@@H]7O)C6O[C@@H]6OC(CO)C(O)C(O)C6O)[C@@](C)(CO)[C@@H]5CC[C@]4(C)[C@]3(C)CC(O)[C@@]12CO (stereo partly specified)
19. Cc1cccc(C)c1NC(=O)N1CCC(N2CCCCC2)CC1
20. CC(=O)C1=C(O)C(=O)N(Cc2ccccc2)C1c1cccs1 (stereo unspecified)
21. Cc1cc(C)nc(NC(=O)CSc2nc3ccccc3s2)n1
22. O=C(c1ccccc1F)N1CCN(S(=O)(=O)c2ccc(Br)cc2)CC1
23. CCOC(=O)C1=C(c2ccccc2)N=C2SCC(=O)N2C1c1ccc(OC)c(OC)c1 (stereo unspecified)
24. Cc1ccc(C(=O)N2CCSC2=S)cc1
screen / no.	17	18	19	20	21	22	23	24
GALK inh	·	·	1%	2%	3%	-5%	-1%	-2%
FBPA coupling cs	·	·	1	10	0	·	4	-4
uPA generation	16%	-1%	1%	-1%	·	2%	-6%	0%
PKM2 activator	·	·	-9%	2%	3%	·	-10%	2%
Eya2 phos inh	4%	17%	-18%	-8%	9%	-3%	1%	-9%
KCNH2 WT inh	31	24	-4	-37	-3	-6	-1	9
B2AR arrestin	-0.2%	-0.1%	-0.2%	-0.4%	0.0%	0.0%	0.0%	-0.1%
USP2a inh	6%	0%	1%	-1%	-3%	4%	0%	10%
KCNH2 3.1 block	9	10	17	-1	2	-1	0	-1
Giardia killer	1	-18	1	19	4	13	-7	-5
BCR signal inh	8%	?	-2%	0%	26%	-20%	4%	?

25. Cc1ccc2nc(Nc3ccc(F)cc3)c3nncn3c2c1
26. COc1ccc(NC(=O)Cn2c(=O)oc3cc(Cl)ccc32)c(OC)c1
27. O=C1[C@@H]2[C@H](C(=O)N1O)[C@H]1C=C[C@@H]2C1
28. O=C1NC2(CCCCC2)NN1c1ccccc1
29. O=C(NNS(=O)(=O)c1ccc([N+](=O)[O-])cc1)c1ccc2ccccc2c1O
30. N#CCCC1CCCC=C1N(Cc1ccccc1)C(=O)C(Cl)Cl (stereo unspecified)
31. Cc1ccc(OC(=O)CCC(=O)OCCCC(F)(F)C(F)(F)F)cc1
32. O=C(NNC(=S)Nc1ccc(Cl)c(Cl)c1)c1ccccn1
screen / no.	25	26	27	28	29	30	31	32
GALK inh	·	·	-1%	0%	-6%	0%	0%	5%
FBPA coupling cs	1	0	2	3	·	3	-4	-3
uPA generation	8%	13%	-4%	3%	3%	12%	·	?
PKM2 activator	·	·	1%	0%	·	-1%	-3%	-7%
Eya2 phos inh	3%	-16%	3%	·	-2%	7%	-31%	0%
KCNH2 WT inh	-4	2	3	2	5	-6	-10	2
B2AR arrestin	0.3%	-1.1%	-0.2%	·	-0.3%	-0.5%	0.3%	0.9%
USP2a inh	-2%	-2%	-1%	·	1%	6%	0%	-6%
KCNH2 3.1 block	-5	-5	-3	-5	-20	16	-32	-9
Giardia killer	-29	-20	-10	1	-1	20	-23	16
BCR signal inh	?	-2%&-1%	0%	·	-4%	5%	5%	?

# Pulled by structure from above, 2 records:
30. N#CCCC1CCCC=C1N(Cc1ccccc1)C(=O)C(Cl)Cl (stereo unspecified)
32. O=C(NNC(=S)Nc1ccc(Cl)c(Cl)c1)c1ccccn1
screen / no.	30	32
GALK inh	0%	5%
FBPA coupling cs	3	-3
uPA generation	12%	?
PKM2 activator	-1%	-7%
Eya2 phos inh	7%	0%
KCNH2 WT inh	-6	2
B2AR arrestin	-0.5%	0.9%
USP2a inh	6%	-6%
KCNH2 3.1 block	16	-9
Giardia killer	20	16
BCR signal inh	5%	?

# (cont.)
33. Oc1cc2c(cc1O)[C@@H](c1ccccc1)CNCC2
34. COc1ccc(Cl)cc1NC(=O)Cn1c(NCCO)nc2ccccc21
35. O=C(N/N=C/c1cccs1)c1c[nH]c2ccccc12
36. O=C(N/N=C/c1ccc[nH]1)c1ccncc1
37. CNC(=O)CO/N=C/c1ccc(N(C)C)cc1
38. CCOc1ccc(OCC)c(NC(=O)CSc2nc3c(c(=O)n(C)c(=O)n3C)n2CC)c1
screen / no.	33	34	35	36	37	38
GALK inh	·	8%	·	0%	0%	-3%
FBPA coupling cs	0	-1	-1	0	-1	6
uPA generation	12%	-3%	-2%	-3%	-3%	10%
PKM2 activator	12%	0%	2%	1%	0%	11%
Eya2 phos inh	6%	11%	-8%	-12%	-19%	-10%
KCNH2 WT inh	17	-13	12	-8	21	-17
B2AR arrestin	0.0%	-0.8%	-1.1%	13%	-0.2%	0.0%
USP2a inh	1%	0%	-1%	6%	0%	0%
KCNH2 3.1 block	-8	-50	3	-4	1	3
Giardia killer	-15	8	9	-4	10	8
BCR signal inh	-2%	-2%	?	14%	0%	0%
